Screening data deposited in PubChem by National Center for Advancing Translational Sciences (NCATS).
D2 antagonist: antagonists of human D2 dopamine receptor; inhibition, % at 10 µM; actives 2% (n = 340,000); AID 485344; HEK293 TREx D2 cells, calcium flux, dopamine EC80; in the data active = inhibition above about 30%; note: 0% is about no effect
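Tetracycline-induced HEK293 T-REx cells expressing D2 force-coupled to calcium signalling were dye-loaded, exposed to compound for 180 s, then challenged with an EC80 of dopamine; calcium flux was followed kinetically for a further 180 s.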
Vif-A3G inh: inhibitors of Vif-APOBEC3G interaction; Q9HC16; HeLa A3G-eYFP + Vif (tagged APOBEC3G with the HIV-1 protein that degrades it), YFP fluorescence, overnight; Potency, µM (series often up to 46.1 µM), inactives show at the highest dose activity, negative = active, hits mostly inhibitors; actives 0.076% (n = 410,000);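 note: potency is the fitted concentration of half-maximal effect; % is set by controls: 0 for no effect and ±100 for the full control effect; nearly all actives have a fitted effect of over 60% in size; hits raise eYFP signal because A3G escapes Vif-driven loss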
Target sequence (Q9HC16 whole entry, looked up): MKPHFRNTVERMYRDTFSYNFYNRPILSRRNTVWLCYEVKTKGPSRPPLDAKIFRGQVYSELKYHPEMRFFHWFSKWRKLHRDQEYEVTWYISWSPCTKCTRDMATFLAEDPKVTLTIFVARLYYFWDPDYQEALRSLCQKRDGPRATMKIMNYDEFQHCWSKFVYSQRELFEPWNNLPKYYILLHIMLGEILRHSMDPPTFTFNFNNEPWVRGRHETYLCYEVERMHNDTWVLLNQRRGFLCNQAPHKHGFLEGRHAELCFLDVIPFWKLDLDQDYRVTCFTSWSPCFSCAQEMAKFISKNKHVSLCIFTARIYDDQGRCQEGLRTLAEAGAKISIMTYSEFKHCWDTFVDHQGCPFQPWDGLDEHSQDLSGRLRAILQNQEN
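HeLa cells stably expressing Vif and C-terminally eYFP-tagged A3G, seeded overnight at 37 deg C, then exposed to compound by pintool overnight at 37 deg C. Rise in yellow fluorescence (Ex 488/Em 500-530, Acumen) marks blocked Vif-driven A3G degradation.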
LDHA inh: blocks human lactate dehydrogenase A; P00338; AID 1347041; purified LDHA, NADH/diaphorase-resazurin fluorescence; stronger effect = lower value; activity change, % (values are at about 110 or 230 µM); actives 0.15% (n = 480,000); in the data active = activity change below about -30%; inconclusive = mostly about -25% to -30%;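 note: plate controls were DMSO wells for no effect and wells without enzyme for full effect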
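Remaining NADH was detected by diaphorase (0.133 mg/mL) converting 37 µM resazurin to fluorescent resorufin, read at 0 and 20 minutes. The preceding 5-minute room-temperature reaction used 2 nM LDHA, 0.2 mM sodium pyruvate and 0.06 mM NADH at pH 7.4.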
12-LOX inh: ALOX12 (human) lipoxygenase inhibition | P18054 | purified 12hLO, xylenol orange hydroperoxide absorbance | Potency, µM (titrated, usually from 108 µM), inactives show top-dose activity change, negative = inhibition, most hits filed as inhibitors | actives 1.1% (n = 580,000); note: potency is the fitted concentration of half-maximal effect; % is set by controls: 0 for no effect and ±100 for the full control effect
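Purified human 12hLO (150 nM final) in 25 mM Hepes, 0.01% Triton X-100, pH 7.0 was preincubated 15 min at room temperature with compound. Then 40 uM arachidonic acid was added, 30 min. Hydroperoxide was read by Fe-XO absorbance ratio 573/405 nm.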
ERG-DNA inh: inhibitors of human ERG Ets domain-DNA interaction | fluorescence polarization, His-ERG Ets domain / labelled DNA | actives 0.028% (n = 370,000) | Potency, µM (series often up to 76.9 µM), inactives show at the top dose FP activity, negative = inhibition, actives largely listed as inhibitors | AID 624246; active = well fitted inhibition curve with a large enough effect in the polarisation, with a control signal flat; inconclusive = small, poorly fitted or top-dose-only effect, or effect the other way, or a change in a side signal; inactive = no such curve, though single readings can be large or run the other way; the % refers to the polarisation;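 note: polarization taken with two DNA probes labelled with fluorescein and Texas red; potency is the fitted concentration of half-maximal effect; % of control where 0% means no effect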
Target sequence (P11308 whole entry, looked up, the tested form may be a part): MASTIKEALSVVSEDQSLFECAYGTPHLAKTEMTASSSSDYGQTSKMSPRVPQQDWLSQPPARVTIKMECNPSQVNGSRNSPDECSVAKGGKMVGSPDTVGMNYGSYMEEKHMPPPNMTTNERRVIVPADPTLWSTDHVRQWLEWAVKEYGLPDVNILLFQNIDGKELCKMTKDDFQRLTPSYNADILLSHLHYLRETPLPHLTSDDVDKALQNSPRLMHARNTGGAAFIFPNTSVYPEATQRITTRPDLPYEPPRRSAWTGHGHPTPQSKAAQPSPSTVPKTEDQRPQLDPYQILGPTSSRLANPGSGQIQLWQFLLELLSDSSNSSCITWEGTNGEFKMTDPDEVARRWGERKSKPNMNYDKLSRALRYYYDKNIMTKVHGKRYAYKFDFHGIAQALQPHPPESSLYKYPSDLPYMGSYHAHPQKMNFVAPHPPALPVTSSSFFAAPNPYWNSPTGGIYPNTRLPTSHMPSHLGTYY
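His-tagged ERG Ets domain (1 uM in the protein solution; 300mM KCl, 50mM Tris-HCl, 1mM EDTA, 1mM DTT, pH 7.5) received compound, then a probe mix of 5 nM fluorescein-DNA and 100nM Texas-615-DNA. Fluorescence polarization was read for both dyes.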
RGS4 inh: blocks human RGS4-accelerated GTP hydrolysis. P49798. Transcreener GDP fluorescence polarization, RGS4-accelerated GTP hydrolysis. Potency, µM (series often up to 114 µM), without a hit: top-dose activity change, negative = inhibition, hits mostly inhibitors. actives 0.039% (n = 390,000). AID 504845; note: potency is the fitted concentration of half-maximal effect; % is set by controls: 0 for no effect and ±100 for the full control effect; nearly all actives have a fitted effect of over 75% in size; some results filed as inactive show a strong effect at the top dose
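MLSMR compounds (23 nl, pin-transferred) preincubated 10 min at room temperature with a 500nM (2x) first reagent, then RGS4 at 900nM (2x) plus Transcreener GDP mix added; fluorescence polarization (620/688 nm) read before and after 90 min at 30 °C.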
Vif-APOBEC3F blk: inhibitors of Vif-A3F interaction | HeLa A3F-eYFP + Vif (tagged APOBEC3F with the HIV-1 protein that degrades it), YFP fluorescence increase | Potency, µM (doses to about 46.1 µM), for inactives: top-dose activity, negative = active | actives 0.2% (n = 390,000) | AID 602313; note: potency is the fitted concentration of half-maximal effect; % of control where 0% means no effect; nearly all actives have a fitted effect of over 65% in size
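HeLa cells stably expressing A3F-eYFP plus Vif, plated and incubated overnight at 37 deg C, then exposed to compounds overnight at 37 deg C. Blocked degradation read as raised yellow fluorescence (Ex 488/Em 500-530).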
D2 ag: agonists of human D2 dopamine receptor. P14416. HEK293 T-REx D2 cells, calcium flux agonist mode. activation, % at 2 µM. actives 0.53% (n = 340,000);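 active = activation over 3 SD above normal in the single-dose calcium agonist read, cut at about 30% in these data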; note: 0% is about no effect
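Agonism is scored from calcium flux in a force-coupled, inducible HEK293 cell line expressing D2, read kinetically for 180 s after compound addition against dopamine controls.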
GRP78 ERSR act: ER stress response induction in glioma. actives 0.02% (n = 420,000). AID 602332. Potency, µM, for the others: top-dose activation, hits mostly activators. U87-MG GRP78 promoter luciferase reporter, 16 h; note: potency is the fitted concentration of half-maximal effect; series mostly up to about 76 µM; % of control where 0% means no effect; nearly all actives have a fitted effect of over 35% in size
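ERSR induction read as luciferase luminescence (Bright-Glo, 10 min at room temperature) in stably transfected human U87-MG glioma cells exposed to compounds for 16 h, using GRP78 as sensor.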
An asterisk follows results filed as active; i = inactive; ? = inconclusive; nt = no result given; [ ] = dose if it differs, or a comment. Unless noted, calls come from the whole dose curve; as a rule, active = well fitted curve in the direction sought with a large enough effect; inconclusive = small, poorly fitted or top-dose-only effect, or another doubt; inactive = no such curve, though single readings can be large; an effect the other way counts as inactive or inconclusive. This is a subset; rates above refer to the full screens.

SMILES	D2 antagonist	Vif-A3G inh	LDHA inh	12-LOX inh	ERG-DNA inh	RGS4 inh	Vif-APOBEC3F blk	D2 ag	GRP78 ERSR act
CC(=O)Nc1ccc2c(c1)nc1n2CCSC1	13	0%	5	10%	2%	-42%	0%	1.3	-4%
COc1ccc(-n2ncc3c(NCCC4=CCCCC4)ncnc32)cc1	nt	-1%	2	3.5µM*	0%	2%	-2%	0.9	-2%
CCN(CC)S(=O)(=O)c1ccc(C(=O)NCC2(N3CCOCC3)CCCCC2)cc1	7	4%	-4	-6%	14%	12%	-4%	-1.6	5%
Cc1ccc(SCCNS(=O)(=O)c2ccc3c(c2)OCCO3)cc1	nt	1%	1	0%	6%	-9%	8%	nt	-6%
Cc1ccc2nsnc2c1NS(=O)(=O)c1c(C)ccc2nsnc12	9	0%	14	?	8%	-10%	3%	-0.7	-4%
Cn1c(N)c(C(C[N+](=O)[O-])c2ccccc2Cl)c(=O)n(C)c1=O (stereo not given)	nt	-2%	-2	?	-7%	-17%	-1%	nt	-2%
Clc1ccc(C(c2nnnn2C2CCCC2)N2CCSCC2)cc1 (stereo not given)	7	0%	-6	22%	nt	-5%	-1%	0.4	-4%
Cc1ccc(N(Cc2ccccc2)C(=O)c2cc(S(=O)(=O)N3CCOCC3)ccc2N2CCCC2)cc1	2	-2%	0	?	2%	-34%	-8%	0.0	-2%
O=C1N/C(=C/c2ccco2)C(=O)N1Cc1ccccc1F	-15	-7%	-5	?	9%	-23%	-3%	2.2	-3%
CCCN(CCC)C(=O)CSc1ncccc1C(=O)O	3	1%	-5	?	nt	-3%	3%	38*	-2%
COc1ccc(S(=O)(=O)N2CCN(C)CC2)cc1C	-10	0%	1	i	4%	3%	3%	0.2	-4%
COc1cccc(C(C(=O)NC2CCCC2)N(C(=O)c2ccco2)c2ccc(NC(C)=O)cc2)c1OC (stereo not given)	22	0%	-2	-23%	6%	-22%	0%	-0.1	-2%
O=C(NC1CCCCC1)N1CCCCCCC1	2	1%	-3	5%	6%	8%	-14%	1.0	9%
Nc1nc(CSc2nc3ccccc3s2)nc(N2CCOCC2)n1	-16	-6%	3	?	-5%	8%	8%	-1.0	0%
CS(=O)(=O)Cc1ccc(C(=O)NC2CCSc3ccccc32)cc1 (stereo not given)	3	0%	-5	-15%	-15%	22%	5%	0.2	-1%
Cc1ccc(S(=O)(=O)N2CCN(C(=O)COC(=O)/C=C/c3ccc(OC(F)F)cc3)CC2)cc1	nt	2%	-6	3%	-12%	15%	-9%	nt	-4%
Cc1ccc(C(=O)N/C(=C\c2ccccc2)C(=O)NCc2ccncc2)cc1	-11	1%	-11	-10%	1%	25%	-1%	0.7	-3%
CCCCNc1c(-c2ccc(OC)c(SC3CCCCC3)c2)nc2ccc(C)cn12	nt	-20%	3	?	-8%	27%	?	nt	-9%
O=C(CNC(=O)c1ccco1)Nc1cc(Cl)ccc1N1CCOCC1	7	?	2	0%	1%	9%[11.4 µM]	5%	-1.8	-6%
N#Cc1c2c(c[nH]c1=O)CCN2Cc1ccccc1	8	-2%	-6	-5%	-7%	0%	5%	0.1	-3%
COc1ccc(NC(=O)C2CCCN2C(=O)NCc2ccccc2)cc1 (stereo not given)	12	5%	-1	6%	1%	?	-16%	-0.8	3%
CCc1cccc2[nH]c3cc([N+](=O)[O-])ccc3c12	12	0%	-6	24%	5%	-8%	5%	-0.4	-6%
Cc1cc(C)c(S(=O)(=O)N2CCOC2CNC(=O)C(=O)NCc2ccccn2)c(C)c1 (stereo not given)	-28	-6%	-7	3%	6%	19%	-14%	-0.9	-4%
CCCOc1ccccc1/C=N/NC(=O)C1CC1	11	-3%	-1	-2%	9%	13%	-6%	-0.4	-2%
CC(C)(C)c1ccc(C(=O)C2CCCN(C(=O)CCn3cncn3)C2)cc1 (stereo not given)	-4	2%	-2	-23%	-3%	11%	3%	0.6	6%
Cc1ccc(NC(=O)CSc2nc(=O)n(CCCN3CCOCC3)c3c2CCCC3)c(C)c1	-9	-2%	-2	?	-7%	-35%	7%	-0.2	-1%
Cc1ccc(C(=O)NCCc2nnc3c(C(F)(F)F)cc(Cl)cn23)o1	3	-1%	0	7%	12%	1%[56.9 µM]	-11%	0.7	0%
CC(C)C(c1nnnn1Cc1ccco1)N1CCN(c2nc3ccccc3s2)CC1 (stereo not given)	1	-6%	-3	0%	6%	-37%	-24%	0.2	-3%
CC(C)(C)NC(=O)Cn1cc(S(=O)(=O)Cc2ccc(F)cc2)c2ccccc21	nt	2%	-1	-30%	-2%	12%	4%	1.0	-4%
Cc1ccc(OCC(=O)NNC(=O)Cn2c(=O)cnc3ccccc32)cc1	4	-2%	-8	-1%	-3%	-15%	-21%	0.8	-3%
Cc1cc(C)cc(NC(=O)C(=O)NCc2ccccn2)c1	-21	1%	-5	-12%	1%	3%	3%	-0.9	-1%
Cc1nn(CC(=O)N2CCOCC2)c(=O)c2c1sc1ccccc12	-23	-3%	-4	0%	2%	-5%	-4%	-0.4	-3%
CC(=O)Nc1ccc(C(=O)/C=C/c2ccc[nH]2)cc1	-16	0%	-6	0%	12%	-11%	-3%	-0.7	2%
Cc1c(CNC2CCCC2)c(C(=O)O)c(C)n1Cc1ccccc1	-9	1%	-8	-12%	-11%	1%	1%	0.2	-6%
Cc1cc(NC(=O)CCC(=O)N(c2ccccc2)C2(C(=O)NC3CCCCC3)CCCC2)no1	-7	-10%	1	0%	-3%	-4%	6%	-0.1	-2%
COc1cc2c(cc1OC)C[N+](C)(C)CC2	-13	3%	-22	35%[activator]	140%[activator]	-43%	0%	-0.3	0%
S=C1SCCCN1Cc1ccc(Cl)cc1	nt	-1%	-5	-17%	nt	nt	0%	nt	-3%
COc1ccc2c(OC)cc(-c3ccccc3)nc2c1	14	2%	-2	39%[activator]	-5%	-1%[11.4 µM]	-4%	0.7	-3%
Cc1cc(C)c2nc(Nc3nc(CSc4nc5ccccc5[nH]4)cc(=O)[nH]3)nc(C)c2c1	nt	2%	-7	8%	-14%	8%	-5%	nt	-10%
Cc1ccc(-c2cnc3cc(C)nn3c2)cc1	-5	3%	-1	1%	2%	-10%	9%	1.3	-12%

Copied from above for reference:
SMILES	D2 antagonist	Vif-A3G inh	LDHA inh	12-LOX inh	ERG-DNA inh	RGS4 inh	Vif-APOBEC3F blk	D2 ag	GRP78 ERSR act
Cc1cc(C)c2nc(Nc3nc(CSc4nc5ccccc5[nH]4)cc(=O)[nH]3)nc(C)c2c1	nt	2%	-7	8%	-14%	8%	-5%	nt	-10%
Cc1ccc(-c2cnc3cc(C)nn3c2)cc1	-5	3%	-1	1%	2%	-10%	9%	1.3	-12%

(cont.)
SMILES	D2 antagonist	Vif-A3G inh	LDHA inh	12-LOX inh	ERG-DNA inh	RGS4 inh	Vif-APOBEC3F blk	D2 ag	GRP78 ERSR act
O=C(COc1ccc(F)cc1)Nc1nnc(-c2ccncc2)s1	19	-4%	-12	-16%	?	-1%	-2%	-0.3	0%
Cc1ccc(NC(=O)c2ccc(OCC3CCCO3)cc2)c(C)c1 (stereo not given)	-10	3%	-8	-12%	5%	9%	2%	0.5	4%
Cc1cc(S(=O)(=O)N2CCOCC2)ccc1OCC(=O)N1CCOCC1	8	2%	-3	7%	0%	0%	7%	0.1	-6%
O=C1CN(C(=O)CSc2nc3c(cnn3-c3ccccc3)c(=O)[nH]2)c2ccccc2N1	3	?	0	182%[activator]	16%	5%	2%	-0.4	-3%
CN(C)CCCNC(=O)c1ccc(Cl)c(S(=O)(=O)N2CCCCCC2)c1	13	1%	-4	?	-4%	4%	-11%	0.2	-5%
Cc1cccc(NC(=O)c2ccc3c(c2)C(=O)N(Cc2cccnc2)C3=O)c1C	-18	1%	-7	-21%	-10%	-8%	8%	-0.5	-5%
Cc1oc(C(C)(C)C)cc1-c1cc(NC(=O)c2ccc([N+](=O)[O-])cc2)n[nH]1	-3	0%	-11	-10%	2%	14%	5%	0.5	-3%
O=C(NCC1CC1)c1ccc2c3n(nc2c1)-c1ccc(Cl)cc1CO3	nt	-4%	-3	-9%	3%	-17%	3%	nt	3%
CN(C)c1ccc(/C=C2\N=C(c3ccc(Cl)c([N+](=O)[O-])c3)NC2=O)cc1	7	?	-2	-13%	2%	27%	?	6.5	5%
O=S(=O)(Nc1ccc(Cl)cc1)c1cccc2cccnc12	-9	2%	-7	0%	4%	4%	-17%	0.5	-4%
COc1ccc(N2CCOCC2)c(NC(=O)c2cc3ccccc3o2)c1	-16	7%	-4	-8%	4%	21%	-3%	0.7	-5%
